TcdB GH inh – TcdB glycohydrolase inhibition | inhibition, % at 9.99 µM | TcdB glycohydrolase enzymatic assay, plate reader | 350,000 compounds, 0.24% hits | P18177 | AID 652162; in the data active = inhibition above about 10%
Target sequence (P18177 whole entry, looked up): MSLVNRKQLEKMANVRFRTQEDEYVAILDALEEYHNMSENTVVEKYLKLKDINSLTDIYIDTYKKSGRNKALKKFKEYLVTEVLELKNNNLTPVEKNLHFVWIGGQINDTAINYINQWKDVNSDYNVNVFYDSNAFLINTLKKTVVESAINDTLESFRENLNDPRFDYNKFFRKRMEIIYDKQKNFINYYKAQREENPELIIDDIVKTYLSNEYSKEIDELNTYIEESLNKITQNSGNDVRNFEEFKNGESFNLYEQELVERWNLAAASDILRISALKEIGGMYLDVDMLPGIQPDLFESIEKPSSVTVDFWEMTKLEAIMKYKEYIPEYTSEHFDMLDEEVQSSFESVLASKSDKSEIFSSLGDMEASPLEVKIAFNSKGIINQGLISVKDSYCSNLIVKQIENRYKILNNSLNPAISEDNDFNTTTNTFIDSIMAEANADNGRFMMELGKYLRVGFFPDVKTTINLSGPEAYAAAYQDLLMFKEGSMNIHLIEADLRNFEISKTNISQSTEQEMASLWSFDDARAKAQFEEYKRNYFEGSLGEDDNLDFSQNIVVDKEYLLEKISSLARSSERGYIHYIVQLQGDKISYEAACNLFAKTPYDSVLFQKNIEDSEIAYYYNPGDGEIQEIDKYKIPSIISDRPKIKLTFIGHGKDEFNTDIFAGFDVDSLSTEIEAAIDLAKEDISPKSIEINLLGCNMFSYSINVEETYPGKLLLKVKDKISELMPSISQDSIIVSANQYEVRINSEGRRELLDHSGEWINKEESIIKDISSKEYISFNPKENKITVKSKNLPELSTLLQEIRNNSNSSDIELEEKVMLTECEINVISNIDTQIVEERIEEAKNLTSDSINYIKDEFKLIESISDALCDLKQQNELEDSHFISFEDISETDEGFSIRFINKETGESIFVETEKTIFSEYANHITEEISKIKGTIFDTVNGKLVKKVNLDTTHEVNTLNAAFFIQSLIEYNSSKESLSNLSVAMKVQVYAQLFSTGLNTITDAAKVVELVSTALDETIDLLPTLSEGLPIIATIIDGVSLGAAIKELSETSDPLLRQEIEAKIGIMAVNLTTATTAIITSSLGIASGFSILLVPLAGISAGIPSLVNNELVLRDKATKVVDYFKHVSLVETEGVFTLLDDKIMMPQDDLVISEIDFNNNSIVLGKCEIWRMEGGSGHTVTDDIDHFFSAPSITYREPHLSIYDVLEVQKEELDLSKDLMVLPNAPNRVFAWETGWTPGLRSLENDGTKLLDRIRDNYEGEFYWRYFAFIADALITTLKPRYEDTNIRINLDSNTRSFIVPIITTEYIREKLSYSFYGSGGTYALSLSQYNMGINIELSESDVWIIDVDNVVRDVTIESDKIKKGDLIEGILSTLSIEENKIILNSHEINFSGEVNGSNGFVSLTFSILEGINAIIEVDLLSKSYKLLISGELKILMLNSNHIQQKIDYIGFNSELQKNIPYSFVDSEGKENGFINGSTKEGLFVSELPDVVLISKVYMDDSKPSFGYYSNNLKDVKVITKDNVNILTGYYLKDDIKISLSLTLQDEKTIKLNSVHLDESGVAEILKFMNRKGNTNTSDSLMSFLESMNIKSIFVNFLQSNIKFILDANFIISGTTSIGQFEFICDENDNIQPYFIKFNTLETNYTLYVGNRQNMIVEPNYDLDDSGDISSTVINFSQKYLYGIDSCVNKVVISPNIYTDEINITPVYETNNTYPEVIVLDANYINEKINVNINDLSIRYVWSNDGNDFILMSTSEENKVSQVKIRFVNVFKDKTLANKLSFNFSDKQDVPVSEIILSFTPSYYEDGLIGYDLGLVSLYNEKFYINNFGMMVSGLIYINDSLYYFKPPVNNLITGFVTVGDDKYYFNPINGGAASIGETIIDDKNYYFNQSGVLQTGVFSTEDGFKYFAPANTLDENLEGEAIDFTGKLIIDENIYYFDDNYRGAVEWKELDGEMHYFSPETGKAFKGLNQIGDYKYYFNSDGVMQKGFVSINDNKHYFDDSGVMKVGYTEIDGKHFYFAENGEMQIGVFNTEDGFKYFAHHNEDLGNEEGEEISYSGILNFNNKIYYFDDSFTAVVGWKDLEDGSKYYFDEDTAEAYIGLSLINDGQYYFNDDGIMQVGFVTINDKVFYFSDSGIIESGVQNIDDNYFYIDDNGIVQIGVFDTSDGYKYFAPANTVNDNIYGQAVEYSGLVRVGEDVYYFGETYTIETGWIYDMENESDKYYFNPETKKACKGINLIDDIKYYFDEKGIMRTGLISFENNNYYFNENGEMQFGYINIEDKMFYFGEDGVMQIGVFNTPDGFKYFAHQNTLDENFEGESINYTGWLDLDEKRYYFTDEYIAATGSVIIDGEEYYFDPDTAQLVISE
* hit, by the source's call; & = joins results of further samples.

The first 2 entries (preview)
SMILES	TcdB GH inh
O=C1[C@@H]2[C@@H](CC(COc3ccccc3)=C([C@H](O)c3ccccc3)[C@@H]2CO)C(=O)N1Cc1ccccc1	-0.3
O=C(c1cccc(F)c1)N1CC2(C1)[C@@H](c1ccccc1)[C@@H](CO)N2Cc1ccccn1	-0.5

This part in full, from the first entry:
SMILES	TcdB GH inh
O=C1[C@@H]2[C@@H](CC(COc3ccccc3)=C([C@H](O)c3ccccc3)[C@@H]2CO)C(=O)N1Cc1ccccc1	-0.3
O=C(c1cccc(F)c1)N1CC2(C1)[C@@H](c1ccccc1)[C@@H](CO)N2Cc1ccccn1	-0.5
CC(C)NC(=O)N(C)C[C@H]1Oc2c(NC(=O)Nc3ccc(F)cc3)cccc2C(=O)N([C@H](C)CO)C[C@H]1C	0.2
O=S(=O)(Cc1ccccc1)N1CCCCN2[C@H](CO)[C@H](c3ccc(-c4ccccc4)cc3)[C@@H]2C1	-7.6
Cc1ccc(S(=O)(=O)N[C@H](C(=O)NCCN=[N+]=[N-])C(C)C)cc1	-0.2
CCCC(=O)N1CCC2(CC1)CN(Cc1ccc(Cl)cc1)[C@H](CO)c1[nH]c3cc(OC)ccc3c12	0.2
Cc1noc(C)c1S(=O)(=O)N(C)C[C@H]1OCCCC[C@H](C)Oc2ccc(NC(=O)Cc3ccccc3)cc2C(=O)N([C@H](C)CO)C[C@@H]1C	-0.5
CC=Cc1ccc2n(c1=O)C[C@H]1[C@H](CO)[C@@H](C(=O)NCC(F)(F)F)[C@@H]2N1C(=O)C1CC1 (mixture of isomers)	-0.8
C[C@H]1CN([C@@H](C)CO)C(=O)Cc2cc(NS(=O)(=O)c3cccs3)ccc2O[C@@H]1CN(C)C	-1.8
COc1ccc(-c2ccc(C3[C@H]4CNC[C@@H]3N4Cc3cc(OC)cc(OC)c3)cc2)cc1 (stereo partly specified)	-1.1&0.0
Cc1noc(C)c1NC(=O)N(C)C[C@@H]1Oc2ccc(NC(=O)C3CCCCC3)cc2CC(=O)N([C@H](C)CO)C[C@@H]1C	1.0
CCC(=O)Nc1ccc2c(c1)C(=O)N(C)C[C@H](OC)[C@@H](C)CN(CC1CCCCC1)[C@H](C)CO2	0.4
C[C@@H]1CCCCO[C@H](CN(C)C(=O)Nc2ccccc2)[C@H](C)CN([C@@H](C)CO)C(=O)c2cc(NS(=O)(=O)c3cccs3)ccc2O1	0.4
CC(C)NC(=O)N[C@@H]1C=C[C@@H](CC(=O)NCCCN(C)C)O[C@@H]1CO	1.8
CCCC(=O)N1CC2(C1)CN(C(=O)C1CC1)[C@@H](CO)c1[nH]c3cc(OC)ccc3c12	-0.3
O=C(C[C@H]1CC[C@H]2[C@@H](COC[C@H](O)CN2C(=O)c2ccncc2)O1)NC1Cc2ccccc2C1	1.2
CCNC(=O)Nc1ccc2c(c1)C(=O)N(C)[C@@H]1CC[C@H](CC(=O)Nc3ccccc3)O[C@@H]1CO2	-0.2
C[C@@H]1CN([C@H](C)CO)S(=O)(=O)c2ccc(Br)cc2O[C@H]1CN(C)Cc1cncnc1	0.2
C[C@@H]1CN([C@@H](C)CO)C(=O)c2cc(-c3ccc(C#N)cc3)cnc2O[C@@H]1CN(C)C(=O)Nc1ccccc1	1.3
Cc1ccc(-c2ccc(C3[C@H]4CNC[C@@H]3N4S(=O)(=O)c3ccc(C)cc3)cc2)cc1 (stereo partly specified)	-5.2
CO[C@@H]1CN(C)C(=O)c2ccc(NC(=O)c3ccccc3)cc2OC[C@H](C)NC[C@@H]1C	0.6
Cc1ccc(-c2ccc3c(c2)O[C@H](CN(C)Cc2ccc(C(=O)O)cc2)[C@H](C)CN([C@H](C)CO)S3(=O)=O)cc1	-1.8
COc1ccc(NC(=O)Nc2ccc3c(c2)C(=O)N([C@@H](C)CO)C[C@H](C)[C@@H](CN(C)S(C)(=O)=O)O3)cc1	-1.7
C[C@H]1CCCCO[C@H](CN(C)C(=O)CCC(F)(F)F)[C@@H](C)CN([C@@H](C)CO)C(=O)c2cc(NC(=O)Cc3ccccc3)ccc2O1	-0.3
C[C@@H]1CN([C@H](C)CO)C(=O)c2cccc(NC(=O)Nc3cccc4ccccc34)c2O[C@@H]1CN(C)C(=O)Nc1cccc2ccccc12	-0.5

Looked up one by one from above, four records:
SMILES	TcdB GH inh
Cc1ccc(-c2ccc3c(c2)O[C@H](CN(C)Cc2ccc(C(=O)O)cc2)[C@H](C)CN([C@H](C)CO)S3(=O)=O)cc1	-1.8
C[C@@H]1CN([C@@H](C)CO)C(=O)c2cc(-c3ccc(C#N)cc3)cnc2O[C@@H]1CN(C)C(=O)Nc1ccccc1	1.3
COc1ccc(NC(=O)Nc2ccc3c(c2)C(=O)N([C@@H](C)CO)C[C@H](C)[C@@H](CN(C)S(C)(=O)=O)O3)cc1	-1.7
O=C(C[C@H]1CC[C@H]2[C@@H](COC[C@H](O)CN2C(=O)c2ccncc2)O1)NC1Cc2ccccc2C1	1.2

Other entries follow.
SMILES	TcdB GH inh
C[C@H](CO)N1C[C@H](C)[C@H](CN(C)C(=O)Nc2ccc3c(c2)OCO3)OCCCC[C@H](C)Oc2ccc(NC(=O)c3ccncc3)cc2C1=O	-1.3
CN1CCN(C(=O)C[C@@H]2CC[C@H]3[C@@H](COC[C@@H](O)CN3Cc3cccc(F)c3)O2)CC1	-2.6
Cc1noc(C)c1NC(=O)N(C)C[C@H]1Oc2ccc(NC(=O)CCN3CCOCC3)cc2C(=O)N([C@H](C)CO)C[C@H]1C	-0.2
C[C@H]1CN([C@@H](C)CO)C(=O)Cc2cc(NC(=O)Nc3ccc(F)cc3)ccc2O[C@H]1CN(C)C(=O)Nc1ccccc1	-0.4
CO[C@H]1CN(C)C(=O)c2cc(NS(C)(=O)=O)ccc2OC[C@@H](C)N(C(=O)C2CCCCC2)C[C@@H]1C	1.0
O=C(C[C@H]1CC[C@@H]2[C@H](COC[C@@H](O)CN2C(=O)c2ccccc2F)O1)NCc1ccc(Cl)cc1	0.9
C[C@H](NC(=O)[C@@H]1N[C@@H]2c3ccc(-c4cccnc4)c(=O)n3C[C@@H]2[C@H]1CO)c1ccccc1	1.2
COc1ccc(NC(=O)N(C)C[C@@H]2Oc3ccc(NC(=O)Cc4ccccc4)cc3C(=O)N([C@H](C)CO)C[C@H]2C)cc1	-1.2
CCCC#Cc1ccc2c(c1)O[C@@H](CN(C)C(=O)C1CCC1)[C@H](C)CN([C@@H](C)CO)S2(=O)=O	2.7
C[C@H](CO)N1C[C@H](C)[C@H](CN(C)Cc2ccc(C(F)(F)F)cc2)Oc2ccc(NC(=O)CCC(F)(F)F)cc2C1=O	-0.2
O=C(Nc1ccccc1)N1CCCCN2[C@H](CO)[C@@H](c3ccc(-c4ccncc4)cc3)[C@@H]2C1	-0.8
COc1ccc(NC(=O)N(C)C[C@@H]2Oc3ccc(NS(=O)(=O)c4ccc(Cl)cc4)cc3CC(=O)N([C@@H](C)CO)C[C@@H]2C)cc1	0.3
CC(C)NC(=O)Nc1ccc2c(c1)CC(=O)N([C@H](C)CO)C[C@@H](C)[C@@H](CN(C)S(=O)(=O)c1cccs1)O2	-8.0
COc1cccc(S(=O)(=O)Nc2ccc3c(c2)OC[C@@H](C)NC[C@@H](C)[C@H](OC)CN(C)C3=O)c1	0.7
Cn1cnc(CCNC(=O)C[C@@H]2CC[C@H]3[C@@H](COC[C@@H](O)CN3C(=O)Nc3ccccc3)O2)c1	1.0
O=C(C[C@H]1C[C@H]2c3cc(NC(=O)Cc4ccncc4)ccc3O[C@H]2[C@@H](CO)O1)NCc1cccnc1	-0.2
COCC(=O)Nc1ccc2c(c1)OC[C@H](C)N(CCc1ccccc1)C[C@@H](C)[C@@H](OC)CN(C)C2=O	0.6
CC(=O)N(C)C[C@H]1Oc2ncc(C#CC3(O)CCCC3)cc2C(=O)N([C@H](C)CO)C[C@@H]1C	-1.2
C[C@@H]1CN([C@@H](C)CO)C(=O)c2cc(C#Cc3ccccc3)cnc2O[C@H]1CN(C)S(=O)(=O)c1ccccc1F	-2.9
COc1ccc(NC(=O)Nc2ccc3c(c2)C(=O)N([C@@H](C)CO)C[C@H](C)[C@H](CN(C)S(=O)(=O)c2ccc(C)cc2)O3)cc1	0.2
COc1ccc(-c2ccc([C@@H]3[C@@H](CO)N4C(=O)CN(Cc5ccc(F)cc5)C[C@@H]34)cc2)cc1	-0.4
C[C@H]1CN([C@@H](C)CO)C(=O)Cc2cc(NS(=O)(=O)c3ccccc3)ccc2O[C@@H]1CN(C)S(=O)(=O)c1ccccc1	-0.1
COC(=O)C[C@@H]1C[C@@H]2c3cc(N(C)C)ccc3O[C@@H]2[C@@H](CO)O1	-48
CCCNC(=O)[C@H]1[C@H](CO)[C@H]2Cn3c(ccc(-c4cccnc4)c3=O)[C@H]2N1CCC	0.6
O=C(C[C@H]1CC[C@H](NC(=O)Nc2ccc(C(F)(F)F)cc2)[C@@H](CO)O1)NCc1cc(F)cc(F)c1	-3.4
Additional structures.
SMILES	TcdB GH inh
CC(C)[C@H](C)NC(=O)N(C)C[C@H]1OCc2ccccc2-c2ccccc2C(=O)N([C@H](C)CO)C[C@@H]1C	-0.4
Cc1ccccc1S(=O)(=O)N1CC[C@@H]2[C@@H](CO)Nc3ccc(-c4ccc(C#N)cc4)cc3[C@@H]21	1.5
COc1ccccc1CNC(=O)C[C@H]1C[C@H]2c3cc(NC(=O)Nc4ccc(C(F)(F)F)cc4)ccc3O[C@H]2[C@H](CO)O1	-0.9
CCC(=O)N(C)C[C@H]1Oc2ncc(-c3ccc(F)cc3)cc2C(=O)N([C@H](C)CO)C[C@H]1C	1.3
C[C@H]1CN([C@@H](C)CO)C(=O)Cc2cc(NC(=O)Nc3ccccc3)ccc2O[C@@H]1CN(C)S(=O)(=O)c1ccccc1	-0.8
C/C=C/c1cnc2c(c1)C(=O)N([C@@H](C)CO)C[C@@H](C)[C@@H](CN(C)C(=O)CN1CCOCC1)O2	-1.9
O=C(NCc1ccccc1)[C@@]1(CCS(=O)(=O)c2ccccc2)N=C(c2ccc(OCCCO)cc2)O[C@H]1c1ccccc1	0.8
C/C=C/c1cnc2c(c1)C(=O)N([C@H](C)CO)C[C@H](C)[C@@H](CN(C)C(=O)C1CCCCC1)O2	0.2
Cc1cc(C(=O)Nc2cccc3c2O[C@@H](CN(C)C(=O)Nc2ccc4c(c2)OCO4)[C@H](C)CN([C@H](C)CO)C3=O)n(C)n1	-0.2
C[C@@H]1CN([C@@H](C)CO)C(=O)Cc2cc(NS(=O)(=O)c3ccccc3)ccc2O[C@H]1CN(C)S(=O)(=O)c1ccccc1	2.2
CS(=O)(=O)Nc1ccc2c(c1)[C@@H]1C[C@H](CC(=O)NCCc3ccccc3)O[C@H](CO)[C@@H]1O2	0.4
O=C(c1ccncc1)N1C[C@@H]2[C@H](c3ccccc31)[C@@H](CO)N2C(=O)Nc1ccc(F)cc1	0.8
C[C@H](CO)N1C[C@H](C)[C@H](CN(C)Cc2ccc(Cl)c(Cl)c2)Oc2ccc(NS(=O)(=O)c3ccccc3)cc2C1=O	-0.8
C[C@@H]1CN([C@@H](C)CO)C(=O)c2c(c3ccccc3n2C)-c2ccccc2CO[C@@H]1CN(C)Cc1ccc(Cl)c(Cl)c1	-0.4
C[C@@H]1CN([C@@H](C)CO)C(=O)c2cccc(NC(=O)C3CC3)c2O[C@H]1CN(C)C(=O)Nc1ccc(F)cc1	0.5
C[C@@H]1CN([C@@H](C)CO)C(=O)c2cc(NC(=O)Cc3cn(C)c4ccccc34)ccc2O[C@H]1CN(C)C	-5.6
Cc1ccc(S(=O)(=O)N[C@@H]2CC[C@@H](CCNC(=O)c3ccccc3F)O[C@H]2CO)cc1	-4.2
O=C(Nc1cccc(Cl)c1)N1C[C@H]2[C@@H](c3ccccc31)[C@H](CO)N2C(=O)c1cccnc1	0.0
COc1ccc(NC(=O)Nc2ccc3c(c2)CC(=O)N([C@@H](C)CO)C[C@H](C)[C@H](CN(C)Cc2ccc(C(=O)Nc4ccccc4N)cc2)O3)cc1	-0.4
Cc1noc(C)c1S(=O)(=O)N(C)C[C@H]1OCCCC[C@H](C)Oc2ccc(N(C)C)cc2C(=O)N([C@@H](C)CO)C[C@@H]1C	-10
C[C@@H]1CN([C@@H](C)CO)C(=O)c2cc(C#Cc3ccccc3F)cnc2O[C@@H]1CN(C)C(=O)Cc1ccncc1	0.2
CN1C(=O)c2cc(NC(=O)c3ccc(F)cc3)ccc2OC[C@@H]2O[C@H](CC(=O)NCC3CCCCC3)CC[C@H]21	-0.7
Cc1ccc(S(=O)(=O)Nc2ccc3c(c2)C(=O)N([C@H](C)CO)C[C@@H](C)[C@H](CN(C)Cc2ccc(C(F)(F)F)cc2)OCCCC[C@H](C)O3)cc1	1.8
Cc1ccc(S(=O)(=O)N(C)C[C@H]2OCCCC[C@H](C)Oc3ccc(NC(=O)CCCN(C)C)cc3C(=O)N([C@@H](C)CO)C[C@H]2C)cc1	-1.5
COc1ccc(NC(=O)Nc2ccc3c(c2)C(=O)N([C@@H](C)CO)C[C@H](C)[C@H](CN(C)C(=O)Nc2ccc4c(c2)OCO4)OCCCC[C@@H](C)O3)cc1	0.8
O=C(C[C@@H]1C[C@H]2c3cc(NC(=O)CC4CC4)ccc3O[C@H]2[C@H](CO)O1)NCCc1ccccc1	0.1
COc1ccccc1-c1ccc2c(c1)O[C@H](CN(C)CC1CCOCC1)[C@@H](C)CN([C@H](C)CO)S2(=O)=O	-1.0
O=C(C[C@@H]1CC[C@H]2[C@@H](COC[C@@H](O)CN2Cc2ccc(C(F)(F)F)cc2)O1)N1CCc2ccccc2C1	0.4
CCCN1[C@@H]2c3ccc(-c4ccc(OC)cc4)c(=O)n3C[C@@H]2[C@@H](CO)[C@@H]1C(=O)NCC	0.1

Single entries from the entries so far:
TcdB GH inh result of Cc1ccc(S(=O)(=O)Nc2ccc3c(c2)C(=O)N([C@H](C)CO)C[C@@H](C)[C@H](CN(C)Cc2ccc(C(F)(F)F)cc2)OCCCC[C@H](C)O3)cc1 is entered as 1.8
TcdB GH inh result of O=C(c1ccncc1)N1C[C@@H]2[C@H](c3ccccc31)[C@@H](CO)N2C(=O)Nc1ccc(F)cc1 is entered as 0.8
TcdB GH inh result of C[C@@H]1CN([C@@H](C)CO)C(=O)Cc2cc(NS(=O)(=O)c3ccccc3)ccc2O[C@H]1CN(C)S(=O)(=O)c1ccccc1 is entered as 2.2

The list is partial; the hit share may differ from the screen's.
